Assay outcomes as filed in PubChem.
GPR35 antagonists = inhibition of zaprinast-stimulated GPR35 beta-arrestin translocation – imaging, U2OS, beta-arrestin-GFP, zaprinast agonist, primary screen (AID 2058). one-dose inhibition, % at 10 µM; IC50 in µM for titrated hits. U2OS GPR35 beta-arrestin-GFP translocation imaging, zaprinast antagonism; higher % means a stronger effect. hit rate 0.052% among 290,000;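 active means inhibition of at least 50% with at least 30 cells and total cytoplasm GFP at most 10,000,000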
AID2073 = inhibitors of Mint1-CaV2.2 protein interaction, biochemical, HTRF (AID 2073) | inhibition, % at 20 µM; hits with a dose series show IC50 in µM | hit rate 0.19% among 290,000 | HTRF protein-protein interaction, Mint1-CaV2.2; higher % means a stronger effect; in the data active means inhibition mostly above about 51%, no sharp cut-off; further: some results filed as inactive read as strong as hits
GPR55 LPI antagonism = GPR55 antagonists blocking LPI-driven arrestin recruitment, primary screen, imaging, U2OS, beta-arrestin-GFP, LPI agonist (AID 2013); inhibition, % at 10 µM; hits with a dose series show IC50 in µM; hit rate 0.13% among 290,000; U2OS GPR55 beta-arrestin-GFP translocation imaging, LPI antagonism; higher % means a stronger effect;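 active means spots per cell inhibited over 60%, with over 100 cells counted and total cytoplasm intensity under 500,000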;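 further: U2OS cells stably carrying GPR55 and arrestin-GFP stimulated by 5 µM LPI near EC80; imaged beta-arrestin-GFP aggregate spots per cell after agonist stimulation; plate controls were LPI-stimulated DMSO wells for no effect and DMSO wells without LPI for full effect; some results filed as inactive read as strong as hits; confirmed hits need IC50 under 10 µM and bright autofluorescent wells are also inconclusive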
Siah-1 displacement = blockers of Siah-1 interaction with plectin peptide – biochemical, fluorescence polarization, rhodamine-plectin, uHTS, primary screen (AID 1817). Siah-1 / rhodamine-plectin peptide fluorescence polarization; higher % means a stronger effect. hit rate 0.02% among 290,000. displacement, % at 20 µM, or IC50 in µM where a hit was titrated;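 active means displacement of at least 50% at 20 µM, with a fluorescence ratio check between 0.3 and a set limit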;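 further: plate controls were Siah plus tracer with DMSO for no effect and tracer alone without Siah for full effect; strong numbers were not always called active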
KOR beta-arrestin-1 = KOR agonists, beta-arrestin recruitment, primary screen, cell-based, luminescence, uHTS (AID 1777) | hit rate 0.02% among 280,000 | activation, % at 10 µM, or EC50 in µM where a hit was titrated | KOR beta-arrestin recruitment, luminescence; higher % means a stronger effect; in the data active means activation above about 50%, passing the limit was not always enough; further: a part of the inactive calls stands beside numbers as strong as those of hits
GPR55 beta-arrestin = selective activators of receptor GPR55 – imaging, U2OS cells, beta-arrestin-GFP redistribution, primary screen (AID 1961). U2OS GPR55 beta-arrestin-GFP redistribution imaging; higher % means a stronger effect. activation, % at 10 µM, or EC50 in µM where a hit was titrated. hit rate 0.048% among 290,000;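 active means activation above 40% with more than 50 cells counted in the well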;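 further: U2OS osteosarcoma cells stably expressing GPR55 and beta-arrestin-GFP; plate controls were DMSO negative control for no effect and LPI positive control for full effect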
KOR beta-arrestin-2 = KOR antagonists, beta-arrestin recruitment, cell-based, luminescence, uHTS (AID 1778); inhibition, % at 10 µM; hits with a dose series show IC50 in µM; KOR beta-arrestin recruitment, luminescence, antagonist mode; higher % means a stronger effect; hit rate 0.091% among 290,000; in the data active means inhibition above about 50%; further: strong numbers were not always called active
NOD1 NF-kB reporter = NOD1 signaling inhibitors, primary screen, cell-based, luminescence, uHTS (AID 1578); NOD1-driven NF-kB luciferase reporter cells, luminescence; higher % means a stronger effect; inhibition, % at 4 µM, or EC50 in µM where a hit was titrated; hit rate 1% among 290,000; in the data active means inhibition mostly above about 36%, no sharp cut-off; inactive means mostly below about 34%;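 further: HEK-293T reporter cells stimulated with the NOD1 agonist gamma-tri-DAP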
HIV fusion peptide = cell-free HIV fusion peptide-binding blockers – biochemical, uHTS, fluorescence dequenching, primary screen (AID 1986); cell-free peptide binding, fluorescence dequenching, 30 min; higher % means a stronger effect; one-dose inhibition, % at 20 µM; IC50 in µM for titrated hits; hit rate 0.3% among 290,000; in the data active means inhibition mostly above about 52%, no sharp cut-off; inactive means mostly below about 76%; further: some results filed as inactive read as strong as hits
An asterisk follows results filed as active; [ ] = remark or other dose. The list is partial; rates above refer to the full screens.

O=C(CCC1CCCN(C(=O)c2ccc3cc[nH]c3c2)C1)NCc1ccc(F)c(F)c1 (configuration not stated) was read as GPR35 antagonists 7%, AID2073 20%, GPR55 LPI antagonism 5%, Siah-1 displacement -2%, KOR beta-arrestin-1 -2.9%, GPR55 beta-arrestin 0.0%, KOR beta-arrestin-2 1%[20 µM], NOD1 NF-kB reporter -47% and HIV fusion peptide -1.0%.
`O=C(CSc1nnc(COc2ccc3c(c2)CCCC3)o1)Nc1ccc(F)cc1` gave GPR35 antagonists 5%, AID2073 2%, GPR55 LPI antagonism -1%, Siah-1 displacement -2%, KOR beta-arrestin-1 -0.7%, GPR55 beta-arrestin -0.6%, KOR beta-arrestin-2 -29%, NOD1 NF-kB reporter -40% and HIV fusion peptide -7.1%.
Screening COc1ccc(C(=O)Nc2ccccc2C(=O)NCCN2CCOCC2)cc1OC returned GPR35 antagonists 0%, AID2073 7%, GPR55 LPI antagonism 17%, Siah-1 displacement 6%, KOR beta-arrestin-1 2.8%, GPR55 beta-arrestin 0.7%, KOR beta-arrestin-2 -9%, NOD1 NF-kB reporter -8% and HIV fusion peptide 1.2%.
COc1ccc(Br)cc1/C=C/C(=O)Nc1c(C)cccc1C was read as GPR35 antagonists 7%, AID2073 -4%, GPR55 LPI antagonism -2%, Siah-1 displacement 3%, KOR beta-arrestin-1 -1.6%, GPR55 beta-arrestin -0.1%, KOR beta-arrestin-2 8%, NOD1 NF-kB reporter 6% and HIV fusion peptide 2.4%.
`CCN(CC)c1c([N+](=O)[O-])c(=O)oc2ccccc12` gave GPR35 antagonists 8%, AID2073 7%, GPR55 LPI antagonism 5%, Siah-1 displacement 4%, GPR55 beta-arrestin 0.2%, KOR beta-arrestin-2 -3%[20 µM], NOD1 NF-kB reporter -32% and HIV fusion peptide 1.8%.
Screening CCOc1cccc(=O)c2c(C)n(CC(=O)c3ccccc3)c(C)c12 returned GPR35 antagonists -6%, AID2073 1%, GPR55 LPI antagonism 9%, Siah-1 displacement 2%, KOR beta-arrestin-1 4.6%, GPR55 beta-arrestin -0.1%, KOR beta-arrestin-2 5%, NOD1 NF-kB reporter 10% and HIV fusion peptide 25%.
Screening O=C(NNc1nc(Nc2ccccc2)nc(N2CCOCC2)n1)Nc1ccc(Cl)cc1 returned GPR35 antagonists 6%, AID2073 -10%, GPR55 LPI antagonism 8%, Siah-1 displacement -6%, KOR beta-arrestin-1 -0.5%, GPR55 beta-arrestin 0.2%, KOR beta-arrestin-2 0%, NOD1 NF-kB reporter -3% and HIV fusion peptide -1.5%.
CCOc1ccc(C(=O)NCCC(=O)N2CCC3(CC2)NCCc2[nH]cnc23)cc1 was read as GPR35 antagonists -5%, AID2073 6%, GPR55 LPI antagonism 11%, Siah-1 displacement -2%, KOR beta-arrestin-1 0.5%, GPR55 beta-arrestin 0.2%, KOR beta-arrestin-2 -38%, NOD1 NF-kB reporter -24% and HIV fusion peptide 1.3%.
Cc1cc(C)cc(OCC(=O)Nc2ccc(N3CCN(C(=O)c4ccco4)CC3)cc2)c1 was read as GPR35 antagonists -13%, AID2073 4%, GPR55 LPI antagonism 2%, Siah-1 displacement 0%, KOR beta-arrestin-1 -0.3%, GPR55 beta-arrestin 0.2%, KOR beta-arrestin-2 21%, NOD1 NF-kB reporter 11% and HIV fusion peptide -1.8%.
For O=C1CC(=O)CC(c2ccco2)C1 the results were GPR35 antagonists -10%, AID2073 40%, GPR55 LPI antagonism 11%, Siah-1 displacement -6%, KOR beta-arrestin-1 -1.6%, GPR55 beta-arrestin -0.1%, KOR beta-arrestin-2 -3%, NOD1 NF-kB reporter -24% and HIV fusion peptide 14%.
For O=C(Nc1nnc(-c2ccccc2)s1)c1ccccc1F the results were GPR35 antagonists -1%, AID2073 10%, GPR55 LPI antagonism -4%, Siah-1 displacement -2%, KOR beta-arrestin-1 -3.3%, GPR55 beta-arrestin 0.0%, KOR beta-arrestin-2 -23%[20 µM], NOD1 NF-kB reporter 34% and HIV fusion peptide -0.9%.
Screening O=C(CSc1nnc(SCc2ccc(Cl)cc2)s1)N/N=C/c1ccc(Cl)cc1Cl returned GPR35 antagonists 4%, AID2073 8%, GPR55 LPI antagonism -9%, Siah-1 displacement 23%, KOR beta-arrestin-1 -0.1%, GPR55 beta-arrestin 0.0%, KOR beta-arrestin-2 2%, NOD1 NF-kB reporter -16% and HIV fusion peptide 1.1%.
CC(Sc1nc(-c2ccccc2)nc2c1COC(C)(C)C2)C(=O)N1CCOCC1 (configuration not stated) was read as GPR35 antagonists -21%, AID2073 -7%, GPR55 LPI antagonism -3%, Siah-1 displacement 4%, KOR beta-arrestin-1 -9.2%, GPR55 beta-arrestin 1.4%, KOR beta-arrestin-2 15%, NOD1 NF-kB reporter -15% and HIV fusion peptide -0.1%.
CC(=O)c1cc(C#N)c(N2CCCC2)nc1C was read as GPR35 antagonists 2%, AID2073 2%, GPR55 LPI antagonism -3%, Siah-1 displacement -5%, KOR beta-arrestin-1 -1.4%, GPR55 beta-arrestin 0.2%, KOR beta-arrestin-2 -20%, NOD1 NF-kB reporter -14% and HIV fusion peptide -0.7%.
Screening O=C(CSc1nc2ccc(Cl)cc2[nH]1)c1c[nH]c2ccccc12 returned GPR35 antagonists -1%, AID2073 27%, GPR55 LPI antagonism -13%, Siah-1 displacement -1%, KOR beta-arrestin-1 1.0%, GPR55 beta-arrestin -0.1%, KOR beta-arrestin-2 -39%[20 µM], NOD1 NF-kB reporter -10% and HIV fusion peptide 0.3%.
O=C(c1cncc(Br)c1)N1CCN(c2ccc(N3CCOCC3)nn2)CC1 was read as GPR35 antagonists 12%, AID2073 19%, GPR55 LPI antagonism 4%, Siah-1 displacement 0%, KOR beta-arrestin-1 3.9%, GPR55 beta-arrestin 0.3%, KOR beta-arrestin-2 -5%, NOD1 NF-kB reporter -12% and HIV fusion peptide 2.5%.
`Cc1ccc(Nc2nc(-c3sc(NC(=O)c4ccco4)nc3C)cs2)cc1` gave GPR35 antagonists -1%, AID2073 2%, GPR55 LPI antagonism 4%, Siah-1 displacement -6%, KOR beta-arrestin-1 -0.6%, GPR55 beta-arrestin 1.3%, KOR beta-arrestin-2 20%, NOD1 NF-kB reporter 29% and HIV fusion peptide 15%.
For COc1cc2ncnc(NCc3ccco3)c2cc1OC the results were GPR35 antagonists 1%, AID2073 18%, GPR55 LPI antagonism -2%, Siah-1 displacement -1%, KOR beta-arrestin-1 -4.2%, GPR55 beta-arrestin -0.1%, KOR beta-arrestin-2 -5%[20 µM], NOD1 NF-kB reporter -1% and HIV fusion peptide 1.8%.
For Cc1ccc(C(C(=O)NC2CCCCC2)N(Cc2cccnc2)C(=O)C2COc3ccccc3O2)o1 (configuration not stated) the results were GPR35 antagonists 4%, AID2073 -4%, GPR55 LPI antagonism -3%, Siah-1 displacement -8%, KOR beta-arrestin-1 12%, GPR55 beta-arrestin -0.2%, KOR beta-arrestin-2 -2%, NOD1 NF-kB reporter 17% and HIV fusion peptide 2.5%.
`O=c1oc2ccccc2c2c1C(O)CO2` (configuration not stated) gave GPR35 antagonists 3%, AID2073 -9%, GPR55 LPI antagonism 1%, Siah-1 displacement 0%, KOR beta-arrestin-1 -5.4%, GPR55 beta-arrestin -0.1%, KOR beta-arrestin-2 25%, NOD1 NF-kB reporter -4% and HIV fusion peptide -1.6%.

Retrieved by compound from the list above (2):
`O=C(CSc1nnc(COc2ccc3c(c2)CCCC3)o1)Nc1ccc(F)cc1` gave GPR35 antagonists 5%, AID2073 2%, GPR55 LPI antagonism -1%, Siah-1 displacement -2%, KOR beta-arrestin-1 -0.7%, GPR55 beta-arrestin -0.6%, KOR beta-arrestin-2 -29%, NOD1 NF-kB reporter -40% and HIV fusion peptide -7.1%.
`CCN(CC)c1c([N+](=O)[O-])c(=O)oc2ccccc12` gave GPR35 antagonists 8%, AID2073 7%, GPR55 LPI antagonism 5%, Siah-1 displacement 4%, GPR55 beta-arrestin 0.2%, KOR beta-arrestin-2 -3%[20 µM], NOD1 NF-kB reporter -32% and HIV fusion peptide 1.8%.

New compounds follow
For CCOC(=O)N1CCC2(CC1)CC(=O)c1c(ccc3oc(C(=O)O)c(C)c13)O2 the results were GPR35 antagonists -11%, AID2073 3%, GPR55 LPI antagonism 16%, Siah-1 displacement 0%, KOR beta-arrestin-1 -7.1%, GPR55 beta-arrestin -0.1%, KOR beta-arrestin-2 15%, NOD1 NF-kB reporter -12% and HIV fusion peptide 2.8%.
`CCC(C)(C)NC(=O)C(c1cccc(OC)c1OC)N(C(=O)CCC(=O)Nc1cc(C)on1)c1ccc2c(c1)OCCO2` (configuration not stated) gave GPR35 antagonists -12%, AID2073 -4%, GPR55 LPI antagonism 6%, Siah-1 displacement -3%, KOR beta-arrestin-1 4.4%, GPR55 beta-arrestin 0.3%, KOR beta-arrestin-2 -18%, NOD1 NF-kB reporter 4% and HIV fusion peptide -0.4%.
For Nc1ccccc1SC1CC(=O)N(Cc2ccccc2)C1=O (configuration not stated) the results were GPR35 antagonists -6%, AID2073 -4%, GPR55 LPI antagonism 1%, Siah-1 displacement 8%, KOR beta-arrestin-1 -2.3%, GPR55 beta-arrestin -0.3%, KOR beta-arrestin-2 14%, NOD1 NF-kB reporter -22% and HIV fusion peptide -0.6%.
`CCOC(=O)C1(Cc2ccccc2C(F)(F)F)CCN(CC2CC2)CC1` gave GPR35 antagonists 6%, AID2073 -6%, GPR55 LPI antagonism 20%, Siah-1 displacement 0%, GPR55 beta-arrestin 0.3%, KOR beta-arrestin-2 -21%[20 µM], NOD1 NF-kB reporter -8% and HIV fusion peptide 0.3%.
`COc1ccc(NC(=O)CSc2nnc(C)n2Cc2ccccc2)cc1` gave GPR35 antagonists -3%, AID2073 -3%, GPR55 LPI antagonism -6%, Siah-1 displacement -6%, KOR beta-arrestin-1 7.2%, GPR55 beta-arrestin 0.2%, KOR beta-arrestin-2 0%, NOD1 NF-kB reporter 28% and HIV fusion peptide -0.7%.
Screening O=C(NCCCn1ccnc1)C(=O)NCc1ccccc1 returned GPR35 antagonists -18%, AID2073 5%, GPR55 LPI antagonism 6%, Siah-1 displacement 7%, KOR beta-arrestin-1 -2.2%, GPR55 beta-arrestin -0.4%, KOR beta-arrestin-2 -1%, NOD1 NF-kB reporter -27% and HIV fusion peptide 2.0%.
Screening CCOC(=O)c1[nH]c2ccc(C)cc2c1N=C(C)N(C)C returned GPR35 antagonists 9%, AID2073 -8%, GPR55 LPI antagonism -2%, Siah-1 displacement -4%, KOR beta-arrestin-1 0.0%, GPR55 beta-arrestin 0.4%, KOR beta-arrestin-2 -16%, NOD1 NF-kB reporter -28% and HIV fusion peptide -1.7%.
For CN(Cc1cn(C)nc1-c1ccccc1F)CC1CCN(Cc2ccccc2)CC1 the results were GPR35 antagonists 3%, AID2073 -13%, GPR55 LPI antagonism 14%, Siah-1 displacement 1%, KOR beta-arrestin-1 -0.4%, GPR55 beta-arrestin 0.0%, KOR beta-arrestin-2 20%, NOD1 NF-kB reporter -7% and HIV fusion peptide -1.4%.
